Bioassay records deposited in PubChem by National Center for Advancing Translational Sciences (NCATS).
HepG2 tox – qHTS for Inhibitors of TGF-b: Cytotox Counterscreen | Potency, µM (top dose mostly 46.1 µM), for inactives: top-dose activity change, negative = cytotoxicity, hits mostly cytotoxic | HepG2 CAGA-GFP viability, ATP luminescence, 18 h | 410,000 tested, 0.76% active; also: potency is read from the fitted curve at half-maximal effect; some results filed as inactive show a strong effect at the top dose
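CellTiter-Glo luminescence gave cytotoxicity after 18 hours at 37 degrees C. The cells were HepG2 CAGA-GFP in 1% FBS DMEM, stimulated with 500 pg/mL TGF-beta after compound addition. %Activity was normalised to no-cell wells (complete cell-killing) and DMSO (no toxicity), and curves were fitted and classified.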
ATXN2 expr inh – Primary qHTS for Inhibitors of ATXN expression. 360,000 tested, 0.72% active. Potency, µM (highest dose often 57 µM), inactives show at the top dose activity change, negative = inhibition, usual class: inhibitors. HEK-293 ATXN2-luciferase reporter, luminescence, 24 h; also: potency is read from the fitted curve at half-maximal effect; % is scaled to controls: 0 for no effect and ±100 for the full control effect; nearly all actives have a fitted effect of over 55% in size
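ATXN2-luciferase reporter cells (luciferase flanked by upstream and downstream ATXN2 gene portions) were treated 24 h at 37 °C with compounds at up to 57 uM. SteadyGlo luminescence gave expression; GF-AFC fluorescence gave viability.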
MCF10A rerep – A quantitative high throughput screen for small molecules that induce DNA re-replication in MCF 10a normal breast cells; AID 624296, 2012; Potency, µM (doses to about 46.1 µM), for the others: at the top dose activity, positive = re-replication, most hits filed as activators; MCF 10A DNA re-replication, Hoechst nuclear intensity, 48 h; 350,000 tested, 2.9% active; also: potency is read from the fitted curve at half-maximal effect; % of control where 0% means no effect; nearly all actives have a fitted effect of over 50% in size
HT1080NT lethal – qHTS for induction of synthetic lethality in tumor cells producing 2HG: qHTS for the HT-1080-NT fibrosarcoma cell line; HT-1080-NT fibrosarcoma viability, CellTiter-Glo ATP luminescence, 48 h; Potency, µM (doses to about 46.1 µM), inactives show at the top dose activity, negative = less viability, hits mostly cytotoxic; 360,000 tested, 1.6% active; AID 686970, 2013;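 also: NT is the 2HG producing partner of a matched IDH1 knockdown line; potency is read from the fitted curve at half-maximal effect; 0% = DMSO-treated cells and -100% = media-only wells without cells; nearly all actives have a fitted effect of over 55% in size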
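Luminescent CellTiter-Glo readout after 48 hours of compound exposure at 37 degrees C defined viability of HT-1080-NT cells. Activity was normalized to DMSO wells and cell-free media wells; concentration-response curves were fitted and assigned curve classes.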
HT1080 IDH1KD tx – qHTS for induction of synthetic lethality in tumor cells producing 2HG: qHTS for the HT-1080-IDH1KD cell line; AID 686971, 2013; 360,000 tested, 2% active; HT-1080 IDH1 knockdown viability, ATP luminescence, 48 h; Potency, µM (doses to about 46.1 µM), without a hit: at the top dose activity, negative = toxicity, usual class: cytotoxic;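 also: potency is read from the fitted curve at half-maximal effect; 0% = DMSO wells and -100% = cell-free medium wells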
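% activity derives from luminescence (CellTiter-Glo), normalised to DMSO and no-cell wells. HT-1080-IDH1KD cells, 750/well, had 48 h compound exposure at 37 °C.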
SW480 rereplic – A quantitative high throughput screen for small molecules that induce DNA re-replication in SW480 colon adenocarcinoma cells; AID 624297, 2012; 340,000 tested, 1.8% active; SW480 DNA re-replication, Hoechst DNA content imaging, 48 h; Potency, µM (top dose mostly 46.1 µM), inactives show top-dose re-replication activation, most hits filed as activators; also: potency is read from the fitted curve at half-maximal effect; % of control where 0% means no effect; nearly all actives have a fitted effect of over 55% in size
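DNA re-replication was detected as more nuclei of elevated Hoechst intensity after 48 hr exposure to compound (23 nL pinned per well of 250 cells).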
IL-1B inflam inh – qHTS for Inhibitors of Inflammasome Signaling: IL-1-beta AlphaLISA Primary Screen; THP-1 LPS/ATP IL-1B secretion, AlphaLISA, 16 h; stronger effect = lower value; AID 743279, 2014; activity change, % at 57.5 µM; 360,000 tested, 4.7% active; in the data active = activity change below about -50%; inconclusive = mostly about -30% to -49%; also: % is scaled to controls: 0 for no effect and ±100 for the full control effect
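Secreted IL-1B measured by AlphaLISA bead assay after 16 h compound exposure of THP-1 cells; compounds (final up to 57.5 uM) added 1 h before LPS (250 ng/mL) and ATP (1.25 mM) stimulation; lower signal means less secretion.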
KB-3-1 cytotox – qHTS assay for MDR1-selective chemotherapeutics: Primary screen using the parental adenocarcinoma cell KB-3-1; Potency, µM (doses to about 46.1 µM), for the others: at the highest dose activity change, negative = cytotoxic, actives largely listed as cytotoxic; 400,000 tested, 1.4% active; KB-3-1 viability, CellTiter-Glo ATP luminescence, 72 h; also: potency is read from the fitted curve at half-maximal effect; % is scaled to controls: 0 for no effect and ±100 for the full control effect; nearly all actives have a fitted effect of over 60% in size
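Luminescent ATP read-out (CellTiter-Glo) measures survival of drug-naive KB-3-1 cells after 72 h compound exposure at 37 °C. Titration series was screened from lowest to highest concentration, with DMSO vehicle plates as background controls.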
ATXN viability – Viability Counterscreen for Primary qHTS for Inhibitors of ATXN expression. S2 cells (HEK-293 line with an ATXN2-luciferase reporter) viability, CellTiter-Fluor protease fluorescence, 24 h. Potency, µM (highest dose often 56.7 µM), hits mostly cytotoxic. 400,000 tested, 0.49% active; also: potency is read from the fitted curve at half-maximal effect; nearly all actives have a fitted effect of over 40% in size
* = called active by the depositor; i = inactive; u = inconclusive; x = no result given; & = joins results of further samples; [ ] = remark or other dose. Unless noted, calls follow the shape of the dose curve; as a rule, active = well fitted curve in the direction sought with a large enough effect; inconclusive = small, poorly fitted or top-dose-only effect, or another doubt; inactive = no such curve, though single readings can be large; an effect the other way counts as inactive or inconclusive.

SMILES	HepG2 tox	ATXN2 expr inh	MCF10A rerep	HT1080NT lethal	HT1080 IDH1KD tx	SW480 rereplic	IL-1B inflam inh	KB-3-1 cytotox	ATXN viability
Cc1ccc(-c2nnc(Nc3cccc(O)c3)c3ccccc23)cc1S(=O)(=O)NCCO	-3%	-20%	12%	-3%	-17%	-10%	-16	17%	i
CCCN(Cc1ccc(C)cc1)C(=O)c1ccc(CNS(=O)(=O)c2ccc(C(C)=O)cc2)cc1	-6%	-11%	48%	-1%[9.24 µM]	-10%	-18%	-8	3%	i
O=c1c2[nH]c3ccccc3c2ncn1Cc1ccccn1	8%	-14%	2%	-14%	-15%	-9%	18	7%	i
Cn1c(N2CCOCC2)nc(-c2ccccc2)c1-c1ccccc1	-21%	-18%	-2%	-27%	-4%	23%	u	-3%	i
COC(=O)c1ccccc1NC(=O)CSc1nc(-c2ccco2)cc(C(F)(F)F)n1	-3%	-19%	0%	u	3.5µM*	0%	43	u	u
CCCNS(=O)(=O)c1cc(CN2C(=O)c3cccnc3C2=O)ccc1OC	-9%	7%	-5%	11%	2%	5%	0	1%	i
CCCn1c(C(CO)Nc2nc(C)cs2)nc2ccccc21 (configuration not stated)	17%	1%	-9%	9%	0%	-7%	8	0%	i
CCN(CC)C(=O)CN1C(=O)c2cccc3cccc1c23	40%	-10%	2%	17%	18%	-5%	11	9%	x
Cc1c2cnn(CC(=O)O)c(=O)c2c(C)n1Cc1ccccc1	-2%	-8%	5%	-2%	2%	0%	7	3%	i
CCOCCCNC(=O)Cn1nc(-c2ccc(OC)c(OC)c2)ccc1=O	0%	x	x	0%	-1%	x	-14	3%	i
COc1ccc(C(=O)N=C2SC3CS(=O)(=O)CC3N2c2ccccc2)cc1OC (configuration not stated)	3%	7%	0%	12%	0%	2%	-27	19%	i
COc1ccccc1CN(C)CC(=O)NC1CCCc2ccccc21 (configuration not stated)	-35%	-12%	-3%	-7%	-19%	u	4	-10%	i
COCCC(=O)N1CCC(Oc2ccc(C(=O)NCCc3ccccn3)cc2)CC1	-19%	4%	0%	7%	3%	-7%	30	3%	i
CCCCCN1N=C(C)CC1=O	-13%	-26%	0%	11%	9%	1%	29	7%	i
CSc1ccc(CNC(=O)Cn2c(-c3cccs3)cc3cc(F)ccc32)cc1	-35%	-16%	x	x	x	x	x	-14%	u
CCCCNC(=S)NNC(=O)C1=NN(c2cc(C)ccc2C)C(=O)CC1	-4%	-13%	25%	0%	-7%	u	-23	-1%	i
CC1Cc2ccccc2N1C(=S)Nc1ccc(S(N)(=O)=O)cc1 (configuration not stated)	-11%	-11%	8%	-3%	-2%	-1%	-11	u	i
COc1cc(C(=O)Nc2ccc(NC(=O)c3ccccc3Cl)nc2)cc(OC)c1OC	-4%	-23%	2%	-13%	-20%	1%	-15	2%	i
COc1ccc(-c2c3c(=O)n(C)c(=O)n(C)c3c3c(-c4cccc(C)c4)nc4ccccc4n23)cc1	11%	-4%	x	x	x	x	x	-18%	i
Cc1ccc(CN(C(=O)c2cc(=O)c3cc(Cl)c(C)cc3o2)C2CCS(=O)(=O)C2)cc1 (configuration not stated)	-37%	1%	-2%	-1%	u	u	23	-19%	i
CCCN(Cc1cc2cc(OC)ccc2[nH]c1=O)C(=O)c1ccco1	-9%	-1%	-1%	2%	0%	-24%	4	-4%	i
COc1ccccc1N1CCN(C(=O)CCCCCn2c(=S)[nH]c3cc4c(cc3c2=O)OCO4)CC1	-16%	x	x	-7%	2%	x	11	0%	i
CCCCNC(=O)CCn1c(=O)c2ccccc2n(Cc2cc(C)ccc2C)c1=O	-2%&-7%	11%&2%	7%	4%	1%	2%	-9	10%&2%	i
Cc1ccc(C(=O)c2oc3ccccc3c2NC(=O)COc2ccc(C(C)C)cc2)cc1	-13%	0%	x	x	x	x	x	2%	i
CC[N+](C)(CC)CCOC(=O)C1c2ccccc2Oc2ccccc21	-17%	-7%&4%	11%&21%	-6%	-1%	-66%[inhibitor]	16	0%	i
COc1ccc(N2CCN(c3ccc([N+](=O)[O-])cc3Cl)CC2)cc1	13%	4%	-4%	24%	28%	-2%	4	-6%	i
Cc1noc(C)c1CSCC(=O)N(C)CC(=O)Nc1ccccc1C(F)(F)F	-17%	x	9%	9%	-2%	-9%	13	-3%	i
CC(=O)N1N=C(c2ccncc2)CC1c1ccccc1O (configuration not stated)	3%	-26%	3%	8%	6%	-3%	106	u	i
CCOC(=O)c1c(-c2ccc(C)o2)csc1NC(=S)NC(=O)c1ccc(F)cc1	-36%	-16%	u	-17%	u	18%	17	-25%	i
CCCCNC(=O)C1CCCN(S(=O)(=O)c2c(C)noc2/C=C/c2cccs2)C1 (configuration not stated)	-22%	x	6%	-7%	9%	-9%	u	0%	i
CCOC(=O)CSc1nc2ccccc2c(=O)n1CCN1CCOCC1	6%	6%	-2%	6%	1%	-1%	-1	3%	i
CC(=O)Nc1ccc(NC(=O)c2ccccc2N(Cc2ccccc2)S(C)(=O)=O)cc1	5%	9%	u	2%	-17%	u	7	-17%	i
O=C(C[n+]1cc[nH]c1)c1ccc(Cl)cc1	2%	3%	u	13%	17%	1%	15	-5%	i
CCc1ccc(NC(=O)C(=O)N/N=C(\C)CC(=O)NCc2ccc(Cl)cc2)cc1	-9%	x	11%	-3%	-1%	9%	-17	4%	i
CCC(C)(C)n1nnnc1C(c1cc2cc(OC)ccc2[nH]c1=O)N1CCc2ccccc21 (configuration not stated)	3%	13%	-1%	1%	-14%	7%	-1	u	i
O=C(CCC1CCCCC1)Nc1ncn[nH]1	0%	5%	4%	17%	3%	-8%	-4	15%	i
Cc1cc(C)c2oc(C(=O)Nc3ccc(S(=O)(=O)Nc4nccs4)cc3)cc(=O)c2c1	-11%	-31%	-5%	-2%	0%	u	-19	1%	i
Cn1c(SCc2ccc(Br)cc2)nnc1-c1ccccn1	-4%	35%[activator]	7%	19%	7%	0%	u	-1%	i
O=C(Nc1nc(-c2cccnc2)cs1)c1ccccc1F	5%	-25%	-5%	u	u	11%	9	-18%	i
CN(C)c1ccc(C(C#N)c2ccccc2)nn1 (configuration not stated)	-6%	3%	1%	14%	1%	10%	22	12%	i
CC(=O)N1CCCC(C)(C(=O)N(C)Cc2cccc3ccccc23)C1 (configuration not stated)	2%	-5%	x	14%	1%	x	63	0%	i
O=c1[nH]c(=O)n(Cc2ccco2)c2c1C(C(F)(F)F)(C(F)(F)F)N=C(CCC1CCCCC1)N2	-13%	x	2%	0%	-6%	3%	-8	-4%	x
CC(=O)c1ccc(NC(=O)CSC(C)C)cc1	0%	5%	6%	2%	5%	u	0	-1%	i
COc1ccc(CCNC(=O)CSc2nc3[nH]ncc3c(=O)n2-c2ccc(Cl)cc2Cl)cc1OC	9%	x	19%	-3%	6%	15%	0	1%	u
CCN(CC(=O)Nc1ccccc1OC)C(=O)COc1ccc(C#N)cc1	-46%	-8%	4%	3%	0%	-93%[inhibitor]	0	9%	i
COc1ccc(C2=NS(=O)(=O)N(C)C(C(=O)NC3CCCCC3)=C2)cc1OC	-24%	-2%	x	2%	8%	x	2	-4%	i
O=C1NC(=O)C(=Cc2ccccc2[N+](=O)[O-])S1	-9%	-37%	21µM*	21µM*	u	u	u	u	i
Cc1ccc(N2CCN(C3=NC(=O)/C(=C\c4cn[nH]c4-c4ccccc4)S3)CC2)cc1	-3%	-26%	u	-21%	-4%	9%	u	6%	i
COc1cccc(C(=O)COc2ccccc2N2C(=O)C3C4C=CC(C4)C3C2=O)c1 (configuration not stated)	12%	-1%	1%	12%	13%	2%	-3	3%	i
COC(=O)c1ccccc1-c1ccc(/C=N/Nc2nc(N3CCCC3)nc(N3CCCC3)n2)o1	-39%	u	u	u	u	u	-91*	-7%	u

Sorted by the number under SW480 rereplic (largest number first): some entries from above
SMILES	SW480 rereplic	IL-1B inflam inh
COc1ccc(CCNC(=O)CSc2nc3[nH]ncc3c(=O)n2-c2ccc(Cl)cc2Cl)cc1OC	15%	0
Cc1ccc(N2CCN(C3=NC(=O)/C(=C\c4cn[nH]c4-c4ccccc4)S3)CC2)cc1	9%	u
O=c1[nH]c(=O)n(Cc2ccco2)c2c1C(C(F)(F)F)(C(F)(F)F)N=C(CCC1CCCCC1)N2	3%	-8

Continuation.
SMILES	HepG2 tox	ATXN2 expr inh	MCF10A rerep	HT1080NT lethal	HT1080 IDH1KD tx	SW480 rereplic	IL-1B inflam inh	KB-3-1 cytotox	ATXN viability
Cc1c(NC(=O)c2cccc(NC(=O)Cc3ccccc3Cl)c2)c(=O)n(-c2ccccc2)n1C	2%	x	x	3%	8%	x	5	14%	u
Nc1cc(N)nc(SCCOc2ccccc2)n1	12%	43%[activator]	14%	0%	14%	0%	-1	4%	i
O=c1[nH][nH]c2c1[C@H](c1ccc(F)cc1)O[C@H](CCc1ccccc1)C2	x	-2%	x	-16%	2%	x	-4	-29%	i
CCOc1ccc(S(=O)(=O)Nc2cc3c(C(=O)OCc4ccccc4)c(C)oc3c3ccccc23)cc1	-19%	6%	x	x	x	x	x	0%	i
CC(C)(C)c1nnc(NC(=O)Nc2ccc(Cl)cc2)s1	11%	33%[activator]	0%	0%	6%	-44%[inhibitor]	4	-11%	i
Cc1ccc(Cl)cc1N1CCN(C(=O)Cc2c(C(=O)O)[nH]c3ccc(Cl)cc23)CC1	-28%	-6%	-1%	u	u	1%	44	u	i
Cc1nnc(SCC(=O)NNC(=O)C(C)C)[nH]c1=O	0%	5%	1%	13%	10%	-2%	0	9%	i
COc1ccc(Nc2c3c(nc4ccccc24)CCCC3)cc1OC	-12%	u	2%	u	u	-1%	-18	u	i
